Rv3671c inh: Rv3671c (M. tuberculosis) protease inhibition; 320,000 tested, 0.048% active; AID 2606; inhibition, % at 5.96 µM; in the data active = inhibition above about 38%;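 note: extracellular domain of Rv3671c used as enzyme; 0% = enzyme with DMSO and 100% = no enzyme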
GDH-TPI counter: inhibits GDH-TPI coupling enzymes, artifact for Mtb FBA screen | inhibition, % at 4.8 µM | 360,000 tested, 1.2% active | GDH-TPI coupled enzyme counterscreen, NADH absorbance; in the data active = inhibition above about 30%;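 note: 0% = DMSO wells and 100% = wells lacking the enzyme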
Vc quorum ag: quorum light induction in luxS cqsA deficient V. cholerae; 350,000 tested, 0.16% active; activation, % at 18.7 µM; V. cholerae BH1578 lux reporter, luminescence, 6 h; in the data active = activation mostly above about 9.7%, no sharp cut-off; note: not every result past the cut was called active; inactives centre near 0; reference of the scale not given here
3CLpro inhibitor: SARS-CoV 3CLpro protease inhibition; P0C6X7; recombinant SARS-CoV 3CLpro, quenched FRET peptide cleavage; inhibition, % at 6 µM; 290,000 tested, 0.14% active; AID 1706; in the data active = inhibition above about 12%
Mtb UGM inh: inhibitors of M. tuberculosis UDP-galactopyranose mutase. inhibition, % at 10 µM. purified UGM, fluorescence polarization probe displacement. P9WIQ1. 320,000 tested, 0.06% active; in the data active = inhibition above about 10%, passing the limit was not always enough
Target sequence (P9WIQ1 whole entry, looked up): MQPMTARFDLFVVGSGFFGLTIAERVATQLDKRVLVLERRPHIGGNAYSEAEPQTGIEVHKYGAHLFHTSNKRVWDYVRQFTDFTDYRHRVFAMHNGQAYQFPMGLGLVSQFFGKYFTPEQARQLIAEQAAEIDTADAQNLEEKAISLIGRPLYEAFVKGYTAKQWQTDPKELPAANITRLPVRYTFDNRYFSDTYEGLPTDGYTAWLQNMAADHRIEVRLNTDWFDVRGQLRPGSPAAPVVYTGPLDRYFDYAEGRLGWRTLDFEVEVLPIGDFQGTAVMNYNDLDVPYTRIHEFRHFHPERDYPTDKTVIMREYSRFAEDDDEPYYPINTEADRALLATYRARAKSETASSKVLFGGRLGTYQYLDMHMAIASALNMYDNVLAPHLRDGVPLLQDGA
SSB-PriA inh: inhibitors of Klebsiella pneumoniae PriA binding to SSB C-terminal tail. inhibition, % at 33 µM. AlphaScreen SSBct-PriA binding, biotinylated peptide. 430,000 tested, 0.6% active. AID 1272365; in the data active = inhibition mostly above about 37%, no sharp cut-off; inactive = mostly below about 20%;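 note: plate controls were negative control peptide for no effect and reference peptide for full effect; strong numbers were not always called active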
FBA Mtb inh: inhibitors of M. tuberculosis fructose-bisphosphate aldolase. P9WQA3. purified M. tuberculosis FBA, fluorescence read-out. inhibition, % at 1 µM. 360,000 tested, 2.3% active. AID 588726; in the data active = inhibition above about 27%;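 note: 0% = vehicle and 100% = reference inhibitor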
Target sequence (P9WQA3 whole entry, looked up): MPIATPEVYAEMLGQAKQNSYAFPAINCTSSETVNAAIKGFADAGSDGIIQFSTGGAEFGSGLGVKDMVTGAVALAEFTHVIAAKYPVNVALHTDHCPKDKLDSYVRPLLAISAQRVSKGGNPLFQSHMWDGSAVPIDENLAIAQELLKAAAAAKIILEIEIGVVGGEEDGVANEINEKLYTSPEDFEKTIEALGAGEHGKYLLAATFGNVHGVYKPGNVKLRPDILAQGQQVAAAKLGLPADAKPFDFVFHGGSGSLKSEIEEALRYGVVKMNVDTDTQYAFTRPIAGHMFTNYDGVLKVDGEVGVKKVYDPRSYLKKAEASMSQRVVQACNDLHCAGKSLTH
MazF activator: MazEF (E. coli) toxin RNase activation | FAM/BHQ RNA-DNA oligo cleavage fluorescence, 5 h | activation, % at 20 µM | 350,000 tested, 0.32% active; in the data active = activation above about 50%
Target sequence (P0AE70 whole entry, looked up): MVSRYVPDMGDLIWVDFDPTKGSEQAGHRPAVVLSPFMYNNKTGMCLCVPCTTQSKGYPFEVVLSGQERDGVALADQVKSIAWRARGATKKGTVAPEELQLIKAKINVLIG
BioA inh: blocks M. tuberculosis BioA enzyme activity | purified M. tuberculosis BioA enzyme, plate reader | inhibition, % at 9.99 µM | 360,000 tested, 0.096% active | AID 602481; in the data active = inhibition above about 40%
VHR inh abs: blocks human VHR1 dual specificity phosphatase; recombinant VHR phosphatase, pNPP absorbance; AID 1654; inhibition, % at 13.3 µM; 290,000 tested, 0.52% active; P51452; in the data active = inhibition above about 50%; note: some compounds called inactive have numbers as strong as hits
Target sequence (P51452 whole entry, looked up): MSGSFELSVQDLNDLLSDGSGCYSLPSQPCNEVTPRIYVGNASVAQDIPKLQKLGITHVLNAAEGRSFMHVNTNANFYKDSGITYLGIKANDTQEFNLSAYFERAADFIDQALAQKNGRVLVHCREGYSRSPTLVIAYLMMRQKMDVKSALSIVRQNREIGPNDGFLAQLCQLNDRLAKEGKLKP
An asterisk follows results filed as active; i = inactive; nt = no result given; & = joins results of further samples. The list is partial. The share of hits here may be higher or lower than overall.

1) O=C(CC(=O)N/N=C\c1ccc([N+](=O)[O-])cc1)NCCc1ccccc1
2) O=C1CCCCC1Nc1ccc2ccccc2c1 (centres undefined)
3) COc1ccc(C(=O)Nc2cccc(C)c2)cc1
4) CCCOc1ccc(C(=O)Nc2ccc(S(=O)(=O)Nc3onc(C)c3C)cc2)cc1
5) CCC1(C(=O)NC(=Nc2ccccc2)Nc2ccccc2)CCOC1=O (centres undefined)
6) C/C(=N\Nc1cc(N2CCOCC2)ncn1)c1cccc([N+](=O)[O-])c1
Assay by compound	1	2	3	4	5	6
Rv3671c inh	4	nt	-3	4	nt	3
GDH-TPI counter	28	6	-12	0	13	3
Vc quorum ag	-3.3	i	-0.2	i	-8.3	-0.4
3CLpro inhibitor	3	nt	0	2	nt	3
Mtb UGM inh	1.4	nt	-1.2	1.1	nt	1.8
SSB-PriA inh	nt	-5	-4	-14	-6	i
FBA Mtb inh	-4	10	0	-5	3	0
MazF activator	5	2	10	-6	-2	8
BioA inh	0.6	-1.6	2.2	nt	-0.3	nt
VHR inh abs	36	nt	-10	16	nt	4

7) CCOc1cc(-c2nc(-c3ccc(C)nc3OC)no2)cc(OCC)c1OCC
8) CCOC(=O)c1sc(NNC(=O)c2ccc(F)cc2)nc1C
9) NC(=O)[C@@H]1CCOc2c(I)cc([N+](=O)[O-])cc2C(=O)N[C@@H](CO)C(=O)NCC(=O)N1
10) O=C(CC(c1ccccc1)c1ccccc1)NCc1cccnc1
11) COc1cc2c(oc(=O)c3cc(C)cc(OC)c32)c2c(C3OC(C)C(O)C(C)(O)C3O)ccc(O)c12 (centres undefined)
12) COC(=O)C1=C(\O)CCCC/C=C\1C(=O)O
Assay by compound	7	8	9	10	11	12
Rv3671c inh	nt	4	-7	-7	nt	nt
GDH-TPI counter	3	9	22	5	14	12
Vc quorum ag	-0.4	-0.5	-0.5	-7.1	i	i
3CLpro inhibitor	-1	-2	-1	6	nt	nt
Mtb UGM inh	nt	0.3	0.5	0.3	nt	nt
SSB-PriA inh	-4	0	1	-8	5	nt
FBA Mtb inh	-2	-3	0	-4	1	3
MazF activator	-3	3	1	-7	10	3
BioA inh	-1.6	nt	-0.8	-2.7	nt	nt
VHR inh abs	4	9	-34	-5	nt	nt

13) COc1cccc(/C=N/NC(=O)c2[nH]nc3c2CCc2ccccc2-3)c1
14) CC(=O)Oc1ccc(C(=O)Nc2nnc(C)s2)cc1
15) O=C(NCc1ccccc1)c1ccccc1CO
16) CCc1ccc2[nH]c(=O)c(CN(Cc3ccccc3)Cc3nnnn3Cc3ccco3)cc2c1
17) COCCNC(=O)C1(C)CCN(C(=O)c2sccc2C)C1 (centres undefined)
18) CCCCN(CC)Cc1ccc(CNC(=S)Nc2ccc(C)cc2Cl)o1
Assay by compound	13	14	15	16	17	18
Rv3671c inh	-31	-8	-13	-7	nt	-2
GDH-TPI counter	-1	-2	9	14	1	-1
Vc quorum ag	0.2	-0.2	-0.3	-0.5	i	-0.6
3CLpro inhibitor	7	2	0	4	nt	0
Mtb UGM inh	-3.8	-1.8	-0.7	1.4	nt	0.7
SSB-PriA inh	i	-10	8	15	nt	7
FBA Mtb inh	0	4	2	5	-2	1
MazF activator	-2	10	3	-68	nt	7
BioA inh	-1.0	-2.8	nt	1.7	0.4	nt
VHR inh abs	-8	32	21	2	nt	7

19) Cc1oc(C(=O)O)cc1COc1ccc2c3c(c(=O)oc2c1C)CCC3
20) C/C(=N/NC(=O)NC12CC3CC(CC(C3)C1)C2)c1ccccc1
21) Cc1ccc(NCCC(=O)c2cccs2)cc1
22) O=C(CN1C(=O)CCSc2ccc(S(=O)(=O)N3CCCC3)cc21)Nc1ccccc1Cl
23) COc1cc(C(=O)N2CCN(CC(O)COc3ccccc3)CC2)cc(OC)c1OC (centres undefined)
24) COCCN(CCOC)S(=O)(=O)c1ccc(C(=O)Nc2nnc(CSC)o2)cc1
Assay by compound	19	20	21	22	23	24
Rv3671c inh	-1	2	-3	-10	4	8
GDH-TPI counter	1	-4	2	-4	-5	3
Vc quorum ag	i	i	-0.3	i	i	-0.2
3CLpro inhibitor	1	2	2	-3	nt	0
Mtb UGM inh	-0.4	-1.2	-0.1	2.4	-0.2	1.6
SSB-PriA inh	-19	nt	10	0	-11	3&-18
FBA Mtb inh	6	-1	0	-3	-1	-4
MazF activator	-7	2	-1	-1	1	4
BioA inh	nt	-0.7	0.8	0.3	-1.3	nt
VHR inh abs	-4	nt	26	14	nt	22

25) CCc1ccc2[nH]c(=O)c(CN(CCN(CC)CC)C(=S)NCc3ccco3)cc2c1
26) Oc1oc(-c2ccco2)nc1C=Nc1ccccc1
27) Cc1cc(NC(=O)Nc2ccc(OCc3ccccc3)cc2)n(C)n1
28) CS(=O)(=O)Nc1ccccc1C(=O)NCc1ccco1
29) CC1C(=O)N(Cc2cn(CCC3OCCCO3)nn2)CCS(=O)(=O)N1Cc1ccc(-c2cccc(N(C)C)c2)cc1 (centres undefined)
30) COc1ccc(-n2cnc3cc(C(=O)NCCN4CCOCC4)ccc32)cc1
Assay by compound	25	26	27	28	29	30
Rv3671c inh	-3	10	5	-1	nt	-14
GDH-TPI counter	5	21	-3	-5	-12	3
Vc quorum ag	4.0	i	i	-0.2	-0.2	-0.3
3CLpro inhibitor	6	7	-2	0	nt	-3
Mtb UGM inh	-3.4	-0.1	-0.1	0.1	nt	-0.9
SSB-PriA inh	8	-5	8	-6	nt	-4
FBA Mtb inh	1	1	3	22	3	0
MazF activator	12	-5	11	-2	-4	4
BioA inh	nt	-1.0	-0.3	-0.1	-1.6	nt
VHR inh abs	-17	7	16	-1	nt	30

31) CCCOc1cccc(/C=N/NC(=O)c2csc(C)c2C)c1
32) CC(=O)C1=C(O)C(=O)N(c2ccc(O)cc2)C1c1ccccc1F (centres undefined)
33) CCCCn1c(N)c(N(CC)C(=O)c2cccc(OCc3ccccc3)c2)c(=O)[nH]c1=O
34) CCN(CC)S(=O)(=O)c1cc(NC(=O)c2ccc3c(c2)NC(=O)C(C)S3)ccc1C (centres undefined)
35) CCOc1ccc2cc(S(=O)(=O)n3ccnc3C)ccc2c1
36) Cc1cccc(COc2ccccc2C(=O)NC2CCC(O)CC2)c1 (centres undefined)
Assay by compound	31	32	33	34	35	36
Rv3671c inh	-2	7	0	-10	3	-3
GDH-TPI counter	0	15	-2	0	-7	1
Vc quorum ag	14	i	i	-0.3	i	i
3CLpro inhibitor	2	2	nt	nt	-6	nt
Mtb UGM inh	-0.1	2.1	-1.1	0.3	1.0	-1.7
SSB-PriA inh	nt	5	-8	-18	-8	-6
FBA Mtb inh	4	0	-2	-2	5	-2
MazF activator	4	5	-3	9	4	7
BioA inh	-5.9	-1.5	-1.3	-0.4	-1.1	3.5
VHR inh abs	-8	2	nt	nt	3	nt

Looked up one by one from the entries so far:
14) CC(=O)Oc1ccc(C(=O)Nc2nnc(C)s2)cc1
36) Cc1cccc(COc2ccccc2C(=O)NC2CCC(O)CC2)c1 (centres undefined)
4) CCCOc1ccc(C(=O)Nc2ccc(S(=O)(=O)Nc3onc(C)c3C)cc2)cc1
25) CCc1ccc2[nH]c(=O)c(CN(CCN(CC)CC)C(=S)NCc3ccco3)cc2c1
Assay by compound	14	36	4	25
Rv3671c inh	-8	-3	4	-3
GDH-TPI counter	-2	1	0	5
Vc quorum ag	-0.2	i	i	4.0
3CLpro inhibitor	2	nt	2	6
Mtb UGM inh	-1.8	-1.7	1.1	-3.4
SSB-PriA inh	-10	-6	-14	8
FBA Mtb inh	4	-2	-5	1
MazF activator	10	7	-6	12
BioA inh	-2.8	3.5	nt	nt
VHR inh abs	32	nt	16	-17

New compounds follow.
37) COC(=O)c1ccc(C(=O)OC)c(NC(=O)COC(=O)CC2CC3CCC2C3)c1 (centres undefined)
38) OC1c2cc(Cl)ccc2-c2c(Cl)cc(Cl)cc21 (centres undefined)
39) CCOc1ccc(C(=O)NC(C(=O)NCc2cccnc2)C(C)C)cc1 (centres undefined)
40) COc1ccc(S(=O)(=O)N2CCCC(C(=O)O)C2)cc1Cl (centres undefined)
41) Cc1ccc(CNCCCSc2ncccn2)cc1
42) O=C(Nc1ccc(F)cc1)c1sccc1SCc1cccc(C(F)(F)F)c1
Assay by compound	37	38	39	40	41	42
Rv3671c inh	5	nt	-5	-6	-2	-29
GDH-TPI counter	7	4	-4	-1	0	4
Vc quorum ag	-5.6	i	-0.3	i	-0.3	i
3CLpro inhibitor	-1	nt	0	2	-5	5
Mtb UGM inh	3.0	nt	-2.5	3.1	1.5	1.4
SSB-PriA inh	-6	-1	7	-27	-3	-91
FBA Mtb inh	6	-3	-3	1	0	-3
MazF activator	5	1	7	7	7	-1
BioA inh	-2.2	-3.3	-1.1	-2.1	-0.8	3.4
VHR inh abs	16	nt	5	18	-14	-8

43) O=c1[nH]c(CN2CCN(S(=O)(=O)c3cccs3)CC2)nc2c(Br)cc(Br)cc12
44) CC(C)(C)C(=O)Cn1ncc(N2CCOCC2)c(Br)c1=O
45) CCN1C(=O)[C@H]2[C@@H](c3ccc(OC)cc3)N[C@]3(CCCN(Cc4ccc(C(F)(F)F)cc4)C3=O)[C@H]2C1=O
46) Cc1nc(NCC(c2ccccc2)N(C)C)c2c(C)c(C)sc2n1 (centres undefined)
47) CCCC(C)C(=O)NCc1ccncc1 (centres undefined)
48) Cc1cccc(/C=N/n2c(-c3ccncc3)n[nH]c2=S)c1
Assay by compound	43	44	45	46	47	48
Rv3671c inh	-5	-4	nt	-6	-4	2
GDH-TPI counter	-7	0	3	-3	4	10
Vc quorum ag	-0.1	-0.1	i	i	-0.2	-0.3
3CLpro inhibitor	3	-3	nt	-5	-1	6
Mtb UGM inh	0.1	-0.8	nt	-1.1	-0.5	2.7
SSB-PriA inh	-8	-12	nt	-4	-11	nt
FBA Mtb inh	2	2	-5	-4	2	0
MazF activator	-12	11	0	6	5	-2
BioA inh	nt	nt	2.0	0.2	-1.3	nt
VHR inh abs	30	28	nt	25	20	5

49) COc1cc(CC(=O)OCC(=O)Nc2sccc2C(N)=O)cc(OC)c1OC
50) CC(C)(C)NC(=O)NC(=O)COC(=O)COc1ccc2c(c1)CCC2
51) CCn1cc(C(=O)N[C@H](C(=O)NCCCn2ccnc2)C(C)C)c(=O)c2cc3c(cc21)OCO3
52) O=C(COc1ccccc1Cl)Nc1ccc(NC(=O)c2ccco2)cc1
53) Cn1c(CN2CCOCC2)nnc1SCC(=O)NCCc1ccccc1
54) CC12CCC(C1)C(C)(C)C2NS(=O)(=O)c1ccc(F)cc1 (centres undefined)
Assay by compound	49	50	51	52	53	54
Rv3671c inh	-2	9	8	-9	1	-7
GDH-TPI counter	-4	-2	8	3	-6	-2
Vc quorum ag	-0.3	i	i	-0.5	i	i
3CLpro inhibitor	1	5	5	-4	-1	nt
Mtb UGM inh	-2.1	-0.5	-0.3	-2.3	-0.9	-0.7
SSB-PriA inh	-6	-16	-13	4	-3	-39
FBA Mtb inh	-1	2	3	-2	0	-1
MazF activator	6	2	-1	-3	1	2
BioA inh	2.6	0.2	-0.7	0.3	3.5	2.2
VHR inh abs	0	26	3	39	4	nt

55) COc1ccc(OC)c(NC(=O)C2C3C=CC(C3)C2C(=O)NCc2ccccn2)c1 (centres undefined)
56) COc1cccc(CN2C(=O)C(C)Oc3ccccc32)c1 (centres undefined)
57) O=C(Cn1c(=O)cnc2ccccc21)Nc1cccc(S(=O)(=O)N2CCCCC2)c1
58) Cc1nn(-c2cc(N3CCCCC3)ccc2[N+](=O)[O-])c(=O)c2ccccc12
59) COc1ccc(-n2c(-c3ccc(Br)cc3)n[nH]c2=S)cc1
60) Nc1ccn([C@@H]2O[C@H](CNCc3cnc(N4CCOCC4)s3)[C@@H](O)[C@H]2O)c(=O)n1
Assay by compound	55	56	57	58	59	60
Rv3671c inh	-2	1	-5	-12	1	nt
GDH-TPI counter	-10	6	5	0	-7	-10
Vc quorum ag	i	i	i	-2.7	1.5	i
3CLpro inhibitor	-3	-2	nt	0	-7	nt
Mtb UGM inh	-0.6	0.8	-2.5	-1.2	1.7	nt
SSB-PriA inh	-5	-20	6	-18	-5	nt
FBA Mtb inh	0	0	4	-8	3	-6
MazF activator	-3	-8	7	-1	1	4
BioA inh	-1.7	-2.5	0.5	nt	0.9	0.2
VHR inh abs	46	12	nt	-14	-4	nt
